LDHA block – LDHA (human) enzyme inhibition | activity change, % (values are at about 110 or 230 µM) | purified LDHA, NADH/diaphorase-resazurin fluorescence; hits give low values | hit rate 0.15% among 480,000 | AID 1347041; in the data active = activity change below about -30%;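 also: plate controls were DMSO wells for no effect and wells without enzyme for full effect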
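Human LDH5 (2 nM) was incubated with 0.06 mM NADH and 0.2 mM pyruvate for 5 min at room temperature in Tris pH 7.4. Remaining NADH was coupled through diaphorase/resazurin, and resorufin fluorescence was read at 0 and 20 min.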
* = called active by the depositor.

LDHA block | compound
1 | Cc1ccc2c(c1)C1C[N+](C)(Cc3ccccc3)CCC1N2C(=O)c1ccc(F)cc1 (centres undefined)
10 | N#Cc1ccc(NC(=O)CCNC(=O)c2ccccc2)c(C(F)(F)F)c1
0 | CC(C)(Oc1ccccc1)C(=O)Nc1ccccc1C#N
-4 | c1ccc(COc2ccc(Oc3cc(-c4nc5ccccc5s4)c4ccccc4n3)cc2)cc1
17 | CCCC1=C(C(=O)OCC)C(c2ccccc2C)C(C#N)=C(N)O1 (centres undefined)
21 | CC1(C)CC(=O)C2=C(C1)OC(N)=C(C#N)C2c1c2ccccc2cc2ccccc12 (centres undefined)
-4 | CN(CC(=O)Nc1c(F)cccc1F)Cc1ccccc1
2 | N#Cc1cccc(C(=O)NCCCc2nc3ccccc3[nH]2)c1
0 | CCC(=O)N(C)C(C)c1cccs1 (centres undefined)
1 | CCOc1ccccc1C(=O)N[C@H](C(=O)O)C(C)C
-6 | C/C(c1cccs1)=[N+](\[O-])C(C)/C(=N/O)c1cccs1 (centres undefined)
5 | Cc1ccc(C)c(C(=O)COC(=O)CCSc2ccc(Cl)cc2)c1
-35* | CC(C)c1nnc(NC(=O)c2cc(=O)c3cc(Cl)cc(Cl)c3o2)s1
0 | CN(Cc1cnn(C)c1)C(=O)C1CC(=O)N(c2ccc3c(c2)CCC3)C1 (centres undefined)
11 | CC(c1cccc(C(F)(F)F)c1)N(Cc1nc2ccccc2o1)C1CC1 (centres undefined)
-3 | C[C@@H]1CC2=C(C(=O)OC(C)(C)O2)[C@@H](C2CC2)O1
1 | C=CCn1c(-n2nc(C)cc2C)nc2c1c(=O)n(CCN1CCOCC1)c(=O)n2C
-3 | c1ccc(C2CCC(NCC3CCCO3)CC2)cc1 (centres undefined)
3 | COc1cccc(-c2nc(-c3nc4ccccc4s3)cs2)c1OC
6 | CCn1nc(C(=O)Nc2cccc(S(=O)(=O)N3CCCCCC3)c2)c2ccccc2c1=O

The list goes on.
LDHA block | compound
-23 | N#Cc1nc(/C=C/c2ccccc2)oc1N1CCCC1
6 | COc1ccc(Cl)cc1NC(=O)N1CCN(c2nnc(C)c3c(C)n(-c4ccccc4)nc23)CC1
7 | CCOc1ccc(OCc2nc3ccc(OC)cc3[nH]2)cc1
-35* | CN(Cc1ccc2c(c1)OCO2)C(=O)c1nn(-c2ccccc2)c(=O)c2ccccc12
-1 | Cc1ccc(S(C)(=O)=O)cc1C(=O)NC1CCC(C)CC1 (centres undefined)
-3 | O=C(NCc1ccc(F)cc1F)[C@@H]1CCCN1C(=O)[C@@H]1CCCN1C(=O)c1ccccc1
0 | Nc1nccnc1C(=O)Nc1cccc(NC(=O)c2cccnc2)c1
1 | CCN(CC)S(=O)(=O)c1ccc(Sc2nnc(C)s2)nc1
5 | COc1ccc(/C(C#N)=C/c2ccc(OCCOc3ccccc3)cc2)cc1OC
3 | COCCN(CCCc1ccccc1)CC(=O)N(C)C
1 | Cc1ccc(C)c(NC(=O)C(Sc2ccccc2)c2ccccc2)c1 (centres undefined)
9 | CC(=O)c1ccc(C(C)(C)C)cc1
-7 | Cc1ccc(S(=O)(=O)N2[C@@H](CO)CO[C@H]2CC(=O)c2cccs2)cc1
1 | Cc1ccc(Cl)cc1-n1ncc2c(=O)n(CC(N)=O)cnc21
-5 | COc1ccccc1/C=C(\C#N)c1nc2ccccc2[nH]1
-7 | O=C(C[C@H]1CC[C@@H]2[C@H](COC[C@H](O)CN2C(=O)c2cnccn2)O1)NCc1ccc(Cl)cc1
-8 | COC(=O)[C@]12CCCCC=C1N(Cc1ccc3c(c1)OCO3)C(=O)[C@H](CC(=O)N1CCN(C(=O)C3CC3)CC1)C2
-2 | CCCCNC(=O)c1nc(-c2ccncc2)oc1-c1ccc(OC(F)(F)F)cc1
-22 | C=CCSc1nc2c(c(=O)n(C)c(=O)n2C)n1Cc1cccc(C)c1
-1 | CN(C)CCN1CCN(C(c2cc3ccccc3o2)c2nnnn2C(C)(C)C)CC1 (centres undefined)

A second format for some results above.
| canonical_smiles | LDHA block |
| --- | --- |
| CC(C)c1nnc(NC(=O)c2cc(=O)c3cc(Cl)cc(Cl)c3o2)s1 | -35* |
| CC1(C)CC(=O)C2=C(C1)OC(N)=C(C#N)C2c1c2ccccc2cc2ccccc12 (centres undefined) | 21 |
| CC(C)(Oc1ccccc1)C(=O)Nc1ccccc1C#N | 0 |
| CCn1nc(C(=O)Nc2cccc(S(=O)(=O)N3CCCCCC3)c2)c2ccccc2c1=O | 6 |
| C=CCn1c(-n2nc(C)cc2C)nc2c1c(=O)n(CCN1CCOCC1)c(=O)n2C | 1 |
| CCOc1ccccc1C(=O)N[C@H](C(=O)O)C(C)C | 1 |

Following part
LDHA block | compound
-4 | CC(C)(C)NC(=O)/C(=C/c1ccc(-c2ccc(Cl)cc2)o1)NC(=O)c1ccc(Cl)cc1
4 | O=S(=O)(/C(=C/c1ccc2ccccc2c1)c1nc2ccccc2[nH]1)c1ccccc1
-5 | CC(=O)Nc1cc(F)ccc1-c1csc(NC(=O)CCc2ccccc2)n1
15 | CC(NC(=O)/C(=C/c1cccc(Br)c1)NC(=O)c1ccco1)C(=O)O (centres undefined)
-4 | O=C(OCC1C(COC(=O)c2ccccc2Cl)C1(Cl)Cl)c1ccccc1Cl (centres undefined)
-11 | CC(OC(=O)c1nn(C)c(=O)c2ccccc12)C(=O)Nc1cccc(C(F)(F)F)c1 (centres undefined)
-3 | COc1cc(C(=O)OCc2ccc(C#N)cc2)cc(Cl)c1OC
15 | Cc1nc2cc(C(=O)Nc3ccc(N(C)C)cc3)ccc2n1-c1ccccc1
-2 | CC(NC(=O)c1n[nH]c(=O)c2ccccc12)c1ccc2ccccc2c1 (centres undefined)
-1 | COc1ccc2c(C)c(CCC(=O)NCc3ccc(S(N)(=O)=O)cc3)c(=O)oc2c1
0 | COc1cc(C)cc(OC)c1OCc1cc(-c2ccco2)on1
3 | Cc1cc2c(s1)c1cnn(Cc3cccc4cccnc34)c(=O)c1n2C
0 | Cc1ccc(C(C)C)cc1OCC(=O)NC1=NCCS1
3 | C[C@@H](c1ccccc1)N1C[C@H](COCc2ccccc2)Oc2cc(N3CCC[C@H]3C(N)=O)ccc2S1(=O)=O
14 | CCCCn1c(-c2ccc(OCC#N)c(OC)c2)nc2c1c(=O)[nH]c(=O)n2CC(C)C
9 | COc1ccc(C(C)=O)cc1COC(=O)C12CC3CC(CC(C3)C1)C2
13 | O=C(O)c1cccc(NC(NC(=O)c2cccs2)C(=O)c2ccccc2)c1 (centres undefined)
3 | CC1(C)CC(=O)C2=C(C1)OC1=C(C(=O)CC(C)(C)C1)C2c1ccc(C(=O)O)cc1
-1 | COc1ccc(NC2=NC(C(=O)Nc3cc(Cl)ccc3OC)CC(=O)N2)cc1 (centres undefined)
3 | NC(=O)CCN1CCN(S(=O)(=O)c2ccc(F)c(Cl)c2)CC1

(more compounds)
LDHA block | compound
0 | CC1CCCC(NC(=S)NC2CC2)C1C (centres undefined)
-7 | COc1ccc(-c2c(C)oc3cc(OCC(=O)OCc4ccccc4)ccc3c2=O)cc1OC
12 | Cc1cccc(Cn2c(CCNC(=O)C(C)(C)C)nc3ccccc32)c1
3 | N#CCCN(C(=S)Nc1ccc(SC(F)F)cc1)c1ccccc1
5 | Cc1ccc(CNCCCn2ccnc2)cc1
10 | CC(C1CC1)N(Cc1ccccc1)S(=O)(=O)c1ccc(Br)cc1 (centres undefined)
-5 | C(=N\Nc1ccccc1)/c1ccc(OCc2ccccc2)cc1
2 | CC1(C)CC(=O)C/C(=N/NC(=O)c2ccccc2)C1
0 | Nn1c(SC(C(=O)N2CCCCC2)c2ccccc2)nnc1-c1ccccc1F (centres undefined)
2 | CCN(c1ccccc1)c1nnc(NC(=O)Nc2cc(Cl)ccc2OC)s1
0 | COc1cccc(NC(=O)c2cc3c(=O)n4cccc(C)c4nc3n2Cc2ccccc2)c1
10 | COc1ccc(C2Nc3ccccc3C(=O)N2Cc2cccc(Cl)c2)cc1COc1ccc(NC(C)=O)cc1 (centres undefined)
12 | CC(=O)c1cnc(N2CC(C)CC(C)C2)nc1C (centres undefined)
-8 | CCS(=O)(=O)N1CCc2cc(C(=O)c3cc4cc(Cl)ccc4o3)ccc21
-1 | CCOC(=O)[C@]12CCC=C1N(CCC1=CCCCC1)C(=O)[C@H](CC(=O)N1CCCCC1)C2
-8 | CSc1nnnn1-c1cccc(NC(=O)c2cccc(Cl)c2)c1
1 | CN1CCC(CNC(=O)CCc2c[nH]c3ccccc23)CC1
-4 | COc1ccc(NC(=O)c2nc3ccccc3nc2OC)cc1OC
-1 | COc1ccccc1OC(=O)c1ccccc1C
0 | COc1ccccc1C(=O)Nc1ccc(-c2nc3ncccc3o2)cc1

New compounds follow:
LDHA block | compound
13 | CCOc1ccc(C(=O)Nc2nonc2CC)cc1
-2 | COc1ccc(N(Cc2cccs2)C(=O)Cn2nnc(-c3cccc(F)c3)n2)cc1
-4 | Cc1cc(C)c(NC(=O)Cn2cnc3c2c(=O)n(C)c(=O)n3C)c(C)c1
9 | C[N+](C)(CC#Cc1ccccc1)CC#Cc1ccccc1
2 | N#Cc1ccc(C(=O)NCCc2cccnc2)cc1
0 | Cc1ccc(Cl)c(OC(C)(C)C(=O)Nc2ncc(C)s2)c1
-3 | COC(=O)[C@@H](NC(=O)Nc1ccc(OC)c(Cl)c1)C(C)C
3 | O=C(c1ccn(COc2ccccc2)n1)N1CCN(Cc2ccc(Cl)c(Cl)c2)CC1
14 | CCOC(=O)c1cnc2ccccc2c1N1CCOCC1
11 | CC(C)(C)C(=O)NCc1cccc(Oc2ccccc2)c1
2 | COC(=O)c1sc(=S)n(-c2ccccc2)c1C
0 | CCOc1ccc(Nc2ccc3nnc(-c4ccccc4Cl)n3n2)cc1
7 | O=C(O)c1ccc(COc2cccc(Cl)c2)s1
0 | CN(CCO)C(=O)c1cc(-c2ccc(Cl)cc2)nc2ccccc12
8 | O=C(CSc1nc2cc([N+](=O)[O-])ccc2o1)NC12CC3CC(CC(C3)C1)C2
1 | COCCn1c(SCc2nc(-c3cccc(C(F)(F)F)c3)no2)nc2ccsc2c1=O
11 | COC(=O)c1cnc(N2CCN(c3ccccn3)CC2)c2ccccc12
14 | Cc1ncc(CO)c2cc(C(=O)Nc3ccc(OC(F)(F)F)cc3)c(=O)oc12
-5 | CCCCC(=O)n1ccn(S(=O)(=O)c2ccc(C)cc2)c1=O
1 | CCCSc1nc2c(c(=O)[nH]c(=O)n2C)n1CC(O)COc1ccccc1C (centres undefined)

Two neighbouring compounds already listed, for reference:
LDHA block | compound
13 | CCOc1ccc(C(=O)Nc2nonc2CC)cc1
-2 | COc1ccc(N(Cc2cccs2)C(=O)Cn2nnc(-c3cccc(F)c3)n2)cc1

Remaining list, next part.
LDHA block | compound
0 | O=C(NCCc1nc2ccccc2[nH]1)c1ccc(N2CCCN(Cc3ccccc3)C2=O)cc1
0 | COc1ccc(NC(=O)C2(c3ccc(C)cc3)CCCC2)cc1
-4 | Cc1ccccc1C(=O)NC(C)c1ccc2c(c1)OCO2 (centres undefined)
4 | N#Cc1nc(-c2ccc(F)cc2)oc1N1CCN(c2ccccc2)CC1
14 | Cc1cc(C(=O)OCC(=O)Nc2cccc3ccccc23)c2ccccc2n1
-8 | O=C(Cc1noc(C(=O)NCC2CC2)n1)Nc1cccc2ncccc12
2 | O=C(CSc1nnc2c(=O)n(-c3ccc(F)cc3)ccn12)N1CCN(c2ccc(F)cc2)CC1
3 | CCOC(=O)c1[nH]c2ccc(C)cc2c1NC(=O)CNC
2 | Cc1[nH]c2ccccc2c1C(=O)C(C)Sc1nnnn1C1CCCCC1 (centres undefined)
3 | CSc1ccc(C(C)NC(=O)c2ccccc2F)cc1 (centres undefined)
-1 | O=C(O)CNC(=O)C12CC3CC(CC(C3)C1)C2
3 | CCN(Cc1ccccc1)C(=O)C(=O)c1c(C)n(C)c2ccccc12
5 | COc1ccc(-c2c(-c3ccc(OC)cc3O)nc(N)nc2C(F)(F)F)cc1
9 | C[C@@H](O)CNC(=O)c1nc(-c2ccc3[nH]ccc3c2)no1
4 | COC(=O)c1sccc1S(=O)(=O)Oc1ccc2c(C(F)(F)F)cc(=O)oc2c1
-3 | CCC(C)NC(=S)Nc1ccc(C)cc1 (centres undefined)
-10 | O=C(Cn1nc(-c2ccccc2)ccc1=O)N1CCc2ccccc2C1
-3 | CCOC(=O)c1sc2nc(OCCN3CCOCC3)cc(C)c2c1N
-2 | CCCN(CCC)CC(=O)Nc1sc2c(c1C(=O)Nc1ccc(OC)cc1)CCC2
1 | CCCCCCCCc1ccc(/C(C=[N+](C)C)=C/N(C)C)cc1

The list continues.
LDHA block | compound
7 | Cn1nnnc1NCc1ccc(-c2cccc(Cl)c2)o1
0 | CCOCCCNc1oc(/C=C/c2ccc(OC)c(OC)c2)nc1C#N
6 | C/C(=N\Nc1ccc(F)cc1)c1sc2ccc(Cl)cc2c1C
7 | c1csc(C2NCCc3sccc32)c1 (centres undefined)
-5 | CC1=C(C(=O)Nc2ccccc2C(=O)NC(C)Cc2ccco2)SCCO1 (centres undefined)
-7 | CC1(C)CC(NC(=S)Nc2ccc(F)cc2)CC(C)(C)N1
-4 | Cc1[nH]c(I)c(C)c1C=O
1 | Cc1cc(C)c2oc(-c3cccc(NC(=O)c4cc([N+](=O)[O-])ccc4N4CCOCC4)c3)nc2c1
-5 | Cc1oc(-c2ccccc2)nc1CC(=O)N(C)CC(=O)Nc1ccc(Cl)cc1

Six entries from above, sorted by the number in LDHA block, smallest number first:
LDHA block | compound
-8 | CCS(=O)(=O)N1CCc2cc(C(=O)c3cc4cc(Cl)ccc4o3)ccc21
-3 | O=C(NCc1ccc(F)cc1F)[C@@H]1CCCN1C(=O)[C@@H]1CCCN1C(=O)c1ccccc1
2 | N#Cc1cccc(C(=O)NCCCc2nc3ccccc3[nH]2)c1
3 | N#CCCN(C(=S)Nc1ccc(SC(F)F)cc1)c1ccccc1
7 | Cn1nnnc1NCc1ccc(-c2cccc(Cl)c2)o1
10 | N#Cc1ccc(NC(=O)CCNC(=O)c2ccccc2)c(C(F)(F)F)c1

An excerpt; the hit share may differ from the screen's.
